KDM5B inh – Primary screen for KDM5B Histone Demethylases FDH-coupled qHTS. AID 1347165, 2019. Lysine-specific demethylase 5B (Homo sapiens), Q9UGL1. KDM5B demethylase, FDH-coupled NADH fluorescence (FDH is formaldehyde dehydrogenase). Potency, µM (series often up to 57.7 µM), inactives show top-dose activity change, negative = inhibition, hits mostly inhibitors. 220,000 tested, 2.6% active; active = well fitted inhibition curve with a large enough effect; inconclusive = small, poorly fitted or top-dose-only effect; inactive = no such curve, though single readings can be large or run the other way; also: 0% is about no effect; nearly all actives have a fitted effect of over 70% in size
Target sequence (Q9UGL1 whole entry, looked up): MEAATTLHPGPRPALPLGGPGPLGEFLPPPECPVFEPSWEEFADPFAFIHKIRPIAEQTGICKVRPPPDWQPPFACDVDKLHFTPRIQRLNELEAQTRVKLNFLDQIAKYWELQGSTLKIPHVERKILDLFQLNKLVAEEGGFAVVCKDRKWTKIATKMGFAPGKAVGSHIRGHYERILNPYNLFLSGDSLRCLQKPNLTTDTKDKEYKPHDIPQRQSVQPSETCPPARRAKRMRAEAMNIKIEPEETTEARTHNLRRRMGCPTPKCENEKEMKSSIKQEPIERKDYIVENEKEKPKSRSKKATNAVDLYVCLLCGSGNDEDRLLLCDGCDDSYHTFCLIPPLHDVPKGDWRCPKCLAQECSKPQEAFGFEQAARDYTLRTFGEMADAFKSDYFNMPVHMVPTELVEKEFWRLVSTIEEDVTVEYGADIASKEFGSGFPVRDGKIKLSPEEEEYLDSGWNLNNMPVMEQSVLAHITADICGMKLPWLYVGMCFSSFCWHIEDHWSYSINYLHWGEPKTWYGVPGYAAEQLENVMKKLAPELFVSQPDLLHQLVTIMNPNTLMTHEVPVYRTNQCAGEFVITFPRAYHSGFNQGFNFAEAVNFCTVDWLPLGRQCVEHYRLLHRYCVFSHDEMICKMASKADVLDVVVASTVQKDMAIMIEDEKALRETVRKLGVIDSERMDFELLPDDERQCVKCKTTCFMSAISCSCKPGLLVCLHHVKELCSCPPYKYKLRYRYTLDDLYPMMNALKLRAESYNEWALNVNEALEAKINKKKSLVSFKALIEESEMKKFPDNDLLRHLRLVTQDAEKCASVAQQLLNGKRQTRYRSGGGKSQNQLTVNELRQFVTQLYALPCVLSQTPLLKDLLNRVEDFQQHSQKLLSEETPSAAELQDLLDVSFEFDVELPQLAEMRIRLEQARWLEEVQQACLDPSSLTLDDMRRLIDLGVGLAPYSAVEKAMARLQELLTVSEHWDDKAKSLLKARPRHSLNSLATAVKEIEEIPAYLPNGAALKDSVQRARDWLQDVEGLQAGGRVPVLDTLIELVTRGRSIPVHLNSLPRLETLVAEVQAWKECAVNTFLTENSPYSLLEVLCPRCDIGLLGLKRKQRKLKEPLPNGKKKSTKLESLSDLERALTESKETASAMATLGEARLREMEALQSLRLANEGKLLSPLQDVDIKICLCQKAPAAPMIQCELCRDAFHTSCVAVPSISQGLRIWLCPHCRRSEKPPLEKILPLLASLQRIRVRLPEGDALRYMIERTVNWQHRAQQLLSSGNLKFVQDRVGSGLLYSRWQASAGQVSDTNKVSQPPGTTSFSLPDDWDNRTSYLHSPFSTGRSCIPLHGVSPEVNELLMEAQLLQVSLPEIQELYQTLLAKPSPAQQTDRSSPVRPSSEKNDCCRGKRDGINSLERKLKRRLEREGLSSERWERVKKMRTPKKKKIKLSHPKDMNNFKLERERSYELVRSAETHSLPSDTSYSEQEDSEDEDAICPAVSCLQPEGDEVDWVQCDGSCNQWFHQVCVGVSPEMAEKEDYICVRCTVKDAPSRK
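Compound dilutions met 200 nM (final) KDM5BΔAP for 10 min at room temperature before substrate addition. The substrate mix held 12.5 µM H3K4me3 with cofactors 25 µM α-ketoglutarate and 50 µM Fe²⁺. NADH signal gain over 30 min defined activity.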
* marks the source's active call; other numbers are inactive results; i = inactive; ? = inconclusive; & = joins results of further samples; [ ] = another dose, or the depositor's remark. Potency is read from the fitted curve at half-maximal effect. These rows are one share of the data; the hit share may differ from the screen's.

Molecule | KDM5B inh
CCCOc1ccc(C2c3c(-c4c(C)cc(C)cc4O)n[nH]c3C(=O)N2CCO)cc1 (stereo not drawn) | -26.9%
CCOc1cc2c(cc1CNC(=O)c1cc(S(N)(=O)=O)c(Cl)cc1Cl)OC(C)C2 (stereo not drawn) | 14.9%
CC1(C)CC(CC(=O)N[C@H](Cc2ccccc2)C2CC(O)C2)CC(C)(C)N1 (stereo partly drawn) | -9.9%
COc1cc(NC(=O)c2ccc(-c3cccc([N+](=O)[O-])c3)o2)ccc1NC(=O)C(C)C | 14.3%
O=C(NC1CCCCC1)C1CCc2sc(C(=O)N3CCCC3)cc2C1 (stereo not drawn) | 30.7%
COc1ccc(/C=C/C(=O)Sc2ccc(Cl)cc2)cc1 | 16.5%
Cc1cccc(-n2nc(-c3c(C)nc4scc(CC(=O)NC(C)C(C)C)n4c3=O)cc2C)c1C (stereo not drawn) | ?
c1ccc(-c2cc3c(Oc4cccc5ccccc45)ncnc3s2)cc1 | 60.9%[activator]
Clc1ccc(C2Cn3nnc(-c4noc(Cc5ccccc5Cl)n4)c3CO2)cc1 (stereo not drawn) | -3.2%
COC(=O)c1c(C)[nH]c(C(=O)CN2C(=O)NC3(CCOc4ccccc43)C2=O)c1C (stereo not drawn) | 24.5%
Cc1cc(C)cc(NC(=O)CSc2c(C(C)C)cnc3c2c(=O)n(C)c(=O)n3C)c1 | -27.2%
O=C(N[C@@H]1COCC[C@@H]1OCc1cscn1)c1ccc2c(c1)CCO2 | 29.7%
CC(=O)Nc1ccc(NS(=O)(=O)c2c(C(=O)N3CCC(C)CC3)c(C)n(C)c2C)cc1 | -3.4%
COc1cc(NC(=O)c2ccc(N3C(=O)CCS3(=O)=O)cc2)cc(OC)c1OC | 4.7%
CC(C)c1nc2n(n1)CCN(C(=O)c1ccc(Cl)cc1)C2 | -2.8%[149 µM]
CCCNC(=O)[C@@H](NC(=O)[C@@H]1Cc2ccccc2CN1C(=O)OC(C)(C)C)C(C)C | 23.6%
COc1ccc(OC)c(S(=O)(=O)Nc2ccc3c(c2)n(C)c(=O)n3C)c1 | -14.3%
Cc1ccc2oc(=O)c(-c3nc(-c4ccccn4)no3)cc2c1 | 5.2%
C=CCN1CC2(CCC1=O)CCN(C(=O)[C@H](N)Cc1ccccc1)CC2 | 25.5%
CCOCCCn1c(SCC(=O)Nc2ccc(F)cc2)nc2c(sc3ccccc32)c1=O | -9.7%
Cn1cc(C(=O)N2CCN(Cc3ccc4c(c3)OCCO4)CC2)c(-c2ccc3c(c2)OCCCO3)n1 | 11.9%
Cc1nn(C)c(C)c1C(C)NC(=O)c1ccc(CC2CCN(C(=O)C3CC3)CC2)cc1 (stereo not drawn) | 5.7%
O=C(CC1CNCCO1)NCc1nc(-c2cccc(F)c2)c(-c2ccccn2)[nH]1 (stereo not drawn) | -12.1%
CCNC(=O)c1ccc(-n2c(-c3ccccc3)cc3c2CCCCC3)cc1 | -15.9%
COc1ccc(/C=C/C(=O)Nc2nc3n(n2)C(c2ccccc2)C=C(c2ccccc2)N3)cc1 (stereo not drawn) | ?
Cc1cc(N=Nc2ccccc2C(=O)O)c(C)c(C)c1O | -6.2%
c1ccc(CN2CCn3c(nnc3C3CCCNC3)C2)cc1 (stereo not drawn) | -15.6%
Cc1c(Cl)c(C(F)(F)F)nn1CC(=O)Nc1cc(Cl)ccc1Cl | 5.6%
O=C1NC2(CN([S+](=O)([O-])c3ccccc3)C2)Oc2ccccc21 | -14.2%[86.2 µM]
COc1ccc(O)c(C2SCc3cc(C)c(C)cc3CS2)c1 | 9.7%
CC(=O)N1CCC(c2nc(-c3nnn4c3COC(c3ccc(Cl)cc3)C4)no2)CC1 (stereo not drawn) | 9.3%
COc1ccc(-c2ncc3c(n2)OCCN(Cc2ccccc2)C3=O)cc1 | i
O=c1[nH]nc2n1CCCCC2 | -10.7%
CC1=C(c2ccc(C)cc2)S(=O)(=O)NC1=NCc1cccc(F)c1 | -28.0%
CC(C)CC(=O)N[C@H](C)c1c(-c2ccc(Cl)cc2)noc1C(=O)O | -27.2%[86.2 µM]
c1ccc(Oc2ncnc3scc(-c4ccc(-c5ccccc5)cc4)c23)cc1 | 22.4%
O=c1cc(-c2cccc(Br)c2)oc2ccc(Cl)cc12 | 29.2%
Cc1ccccc1C(=O)N1C(C(=O)NC2CC2)COC12CCN(C(=O)c1cccc(Cl)c1)CC2 (stereo not drawn) | -15.3%
O=C1CC(c2ccccc2)N(C(=O)C2CC2)CCCN(C(=O)NCCc2ccccc2)CCN1 (stereo not drawn) | -12.5%
Cc1ccc(NC(=S)NCC(C)(C)N2CCCCC2)cc1Cl | -6.7%
CS(=O)(=O)N1CC2(CCN(C3COC3)C2)Cc2ccccc21 (stereo not drawn) | -7.1%[149 µM]
CS(=O)(=O)NCCc1csc2nc(-c3ccccc3)nn12 | 7.0%
CCc1noc(-c2cn(C3CCCN(C(=O)c4ccc(Cl)s4)C3)nn2)n1 (stereo not drawn) | 33.4%[activator]
CCCC(=O)Nc1cc(-c2nnc(OC)c3ccccc23)ccc1N1CCOCC1 | -11.8%
CC(C)c1noc(CN2CCN(c3cccc(F)c3C#N)CC2)n1 | -7.6%
COC(=O)c1sccc1S(=O)(=O)NC(C)C1CCCO1 (stereo not drawn) | 11.0%
CCC(C)C(=O)OCc1cc(=O)oc2cc(O)ccc12 (stereo not drawn) | ?
Cc1scc(C(=O)NCCC2=CCCCC2)c1C | -22.3%
COc1cc(NC(=O)CN2C(=O)C(c3ccccc3)=NC2(C)C)cc(OC)c1OC | -28.0%
CCOc1ccccc1N(C)C(=O)Cn1nc(Cc2ccncc2)c2ccccc2c1=O | 22.1%&-13.8%
Cc1cc(=O)n(CC(=O)Nc2ccccc2F)c(-c2ccc(Cl)cc2)n1 | 6.7%
Cc1cccc(NC(=O)Cn2cccc2-c2nc(-c3ccc4c(c3)OCO4)no2)c1 | -22.1%
Cc1ccc(NS(=O)(=O)c2ccc(-n3cccn3)cc2)c(Br)c1 | 3.0%
COc1cc(NC(=O)c2cc3c(=O)n(Cc4cccs4)ccc3nc2C)cc(OC)c1OC | ?
CCOc1ccccc1-c1noc(-c2nc(CC)no2)n1 | -23.8%
CC(=O)NC[C@@H]1C=C(C)[C@H](CC(=O)N(C)Cc2ccccc2)C[C@H]1C(C)C | 72.4%[activator][86.2 µM]
O=C(NC1CCCC(C(F)(F)F)C1)C1CCCCC1 (stereo not drawn) | 10.2%
Cn1ccc2cc(S(=O)(=O)N3CCC(C(=O)NCCc4ccccc4)CC3)ccc21 | ?
Cc1ccc2c(COC(=O)CNS(=O)(=O)c3ccccc3)cc(=O)oc2c1 | 3.2%
COc1cccc(NC(=O)CSC2=Nc3ccccc3C3=NC(CC(=O)NC4CCCCC4)C(=O)N23)c1 (stereo not drawn) | -5.6%

(more compounds)
Molecule | KDM5B inh
Nc1nnn(CC(=O)N/N=C/c2ccc(Cl)cc2Cl)n1 | 13.4%
O=S(=O)(NCCc1noc(-c2ccccc2)n1)c1cccs1 | 4.4%
Cc1ccc(-c2nnc(SCC(=O)NC3CCCC3)nc2-c2ccc(C)cc2)cc1 | -18.3%
CC(=O)N1C[C@@H]2CCCN3CCC[C@@H]([C@H]23)[C@H]1CCCC(=O)NCc1ccc(C)o1 | ?
Cc1ccc(CNC(=O)N2CCc3c(nc4cc(-c5ccccc5Cl)[nH]n4c3=O)C2)cc1 | ?
O=C(O)c1cc(S(=O)(=O)Nc2ccccc2C(=O)NC2CC2)ccc1F | -4.6%
CCn1cc(-c2ccncc2)cc1C(=O)NCc1ccc(SC)cc1 | -24.0%
c1cnc2c(c1)nc1n2[C@@H](CNC2CCOCC2)COC1 | -9.2%[115 µM]
COc1cccc(CN2CCc3c(cc(C(=O)NCc4cccs4)n3C)C2)c1 | ?
O=C(Nc1c(NC2CCCCC2)c2ccccc2oc1=O)c1cccc(Cl)c1 | 12.0%
COc1ccc(S(=O)(=O)Nc2cccc(CCc3nc4ccccc4n3C)c2)cc1OC | 10.2%
CCC1CCCCN1S(=O)(=O)c1ccc(NC(=O)c2cc(=O)c3c(C)cc(C)cc3o2)cc1 (stereo not drawn) | -26.9%
Cc1c(-c2ccccc2)oc2c(C(=O)OCC(=O)Nc3c(F)cccc3F)cccc2c1=O | 23.5%
Cc1ccc(CN2CCCn3nc(C(=O)NCCc4ccccc4Cl)cc3C2=O)cc1 | 4.6%
COc1ccc(-c2cnc(C)o2)cc1S(=O)(=O)Nc1c(C)cc(C)cc1C | -8.7%
O=C(Cn1ccc2cc(S(=O)(=O)N3CCCCCC3)ccc21)N1CCC2(CC1)OCCO2 | 9.8%
O=C(Cc1csc2nc(-c3ccc(Cl)cc3)cn12)NCCc1ccccc1 | -4.0%
COCC(=O)N1CC2(Cc3ccccc3N(C(C)=O)C2)C1 | 3.8%&16.7%[86.2 µM]
Cc1ccccc1CNC(=O)CCCn1c(=O)c2cccn2c2ccccc21 | ?
COc1ccc(/C=C2/SC(=S)N(CCCC(=O)N3CCN(C)CC3)C2=O)cc1 | -12.1%
CNC(=O)CSc1cc(-c2ccccc2)c2ccc(OC)cc2n1 | ?
COc1ccccc1-c1cnc(NC(=O)c2ccc(Cl)cc2)c2c1CCO2 | ?
Cc1cccc(N(C)C(=O)c2cc(S(=O)(=O)N3CCCC3)cn2C)c1 | ?
CS(=O)(=O)N1CCCCCNC(=O)CC1c1ccccc1 (stereo not drawn) | -18.8%
COc1cccc(/C(O)=C2\C(=O)C(=O)N(CCc3ccccc3)C2c2ccc(O)cc2)c1 (stereo not drawn) | -22.9%
CCc1nn2c(C)c(C(=O)Nc3ccc(F)cc3)nnc2c1-c1ccc(OC)cc1 | 19.2%
CCCCCC(O)(c1ccccc1)C(CN1CCOCC1)c1ccccc1 (stereo not drawn) | ?
CN(CCc1ccccn1)[C@H]1[C@@H]2OC[C@@H](O2)[C@@H](NCc2ccc(-c3ccccc3)cc2)[C@@H]1O | 1.3%
Cn1ccc2cc(S(=O)(=O)N3CCCC(C(=O)NCc4ccccc4F)C3)ccc21 (stereo not drawn) | ?
COc1ccc(/C=C/c2nc(C#N)c(N3CCC(C(N)=O)CC3)o2)cc1OC | ?
CC(C)n1nc(OC(C)(C)C(=O)Nc2ccccn2)c2cc(CN3CCOCC3)ccc21 | ?
COc1ccc(N(CC(=O)Nc2ccccc2C(=O)N2CCCCCC2)S(C)(=O)=O)c(OC)c1 | 21.4%
CCNC(=S)NNC(=O)c1cccc(C)c1 | -17.9%
N#C/C(=C\c1ccc(F)cc1)c1nc(-c2ccc(-c3ccccc3)cc2)cs1 | -19.5%
O=C(c1ccc(OC(F)(F)F)cc1)N1CCC(n2cc(-c3nc(C4CC4)no3)nn2)C1 (stereo not drawn) | 5.3%
CC(C)CCNC(=O)C1CCN(C(=O)N2CCOc3ccc(Cl)cc32)CC1 | 4.4%
O=C(c1ccc2c(c1)OCO2)N1CCC(N2Cc3cccn3C2=O)CC1 | ?
COc1ccc(N2CC(NC(=O)c3ccc(S(=O)(=O)N4CCOCC4)cc3)CC2=O)cc1 (stereo not drawn) | -25.5%
CCCCN1CCC(CNC(=O)c2cccc(C3CCNC3)c2)CC1 (stereo not drawn) | -7.8%
Cc1ccc(C(=O)Nc2ccc(Nc3ccccc3)cc2)cc1Br | -5.9%
COc1ccc(CC(=O)N2CNC(=O)C23CCN(C(=O)CN)CC3)cc1 | 5.3%[115 µM]
CCCNC(=O)C(NC(=O)c1ccc(C)cc1)C1CCN(C(=O)c2ccc3c(c2)OCO3)CC1 (stereo not drawn) | ?
CCN1CCN(c2nc3ccccc3nc2C(C#N)S(=O)(=O)c2ccc(Cl)cc2)CC1 (stereo not drawn) | -12.7%
Cc1ccc(C)c(Nc2nn3c(=O)c4ccc(C(=O)NCc5cccs5)cc4nc3s2)c1 | ?
O=S(=O)(c1ccc(SCc2cc(Cl)c3c(c2)OCCO3)nc1)N1CCOCC1 | 9.2%
COc1ccc(Cl)cc1C(=O)N1CCC(n2cc(-c3nc(C)no3)nn2)C1 (stereo not drawn) | -1.9%
Cc1ccc(CNC(=O)c2ccc3c(c2)N(Cc2ccccc2)C(=O)c2ccccc2S3(=O)=O)cc1 | -12.1%
Cc1nc2nc(NCc3ccc(Cl)cc3)[nH]n2c(=O)c1CCO | ?
O=C(OCC(=O)C12CC3CC(CC(C3)C1)C2)c1ccccc1Sc1ccc(C(F)(F)F)cc1[N+](=O)[O-] | 16.4%
Cc1nn(-c2ccc(F)cc2)c2sc(C(=O)OCC(=O)Nc3ccccc3OC(F)F)cc12 | -6.5%
Cc1ccc(-n2c(C3CCN(C(=O)c4cc(-c5ccc(F)cc5)n[nH]4)CC3)n[nH]c2=O)cc1 | -12.8%
Cc1cccc(N2CCN(C(=O)CS(=O)(=O)Cc3nc(-c4ccccc4C)oc3C)CC2C)c1 (stereo not drawn) | ?
Oc1ccc(CNCc2ccco2)cc1 | -12.9%
